# Bcl-B TR3 displacers = displacers of TR3 peptide from Bcl-B, primary screen, selectivity assay for Bfl-1 inhibitor project, biochemical, fluorescence polarization | Bcl-2-like protein 10 (Homo sapiens) | FP displacement of FITC-TR3 peptide from Bcl-B; higher % means a stronger effect | displacement, % at 20 µM; hits with a dose series show IC50 in µM | 96,000 compounds, 0.11% hits | AID 748, 2007;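 active = displacement above 50% at 20 µM plus a fluorescence interference ratio under 1.5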;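 also: plate controls were wells without compound for no effect and wells lacking Bcl-B protein for full effect; a part of the inactive calls stands beside numbers as strong as those of hits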
# NFkB transloc pot = enhancers of NFkB p65 translocation in HUVEC – imaging, IL-1B stimulus, high-content imaging, primary screen | HUVEC IL-1B NFkB p65 nuclear translocation imaging | activation, % at 2 µM | 94,000 compounds, 0.3% hits;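 active = activation above 40%, about the mean plus 3 SD, also judged a hit on visual image review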;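 also: percent activation is computed from the nuclear over cytoplasmic p65 intensity ratio; values of inactives mirror those of a sister screen read the other way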
# MRP reversal = reversal of MRP1-mediated doxorubicin resistance, primary screen, H69AR cells, doxorubicin co-treatment. 85,000 compounds, 0.04% hits. differential viability (reversal), % at 10 µM. H69AR cells + 2 uM doxorubicin, CellTiter-Glo, 72 h;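 active = viability drop by adding the cancer drug above about 55%, with treated viability meeting a 40% cutoff, limit read from the data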;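 also: viability without doxorubicin minus viability with 2 µM doxorubicin for each compound; larger differential means the compound sensitizes cells more to doxorubicin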
# NFkB transloc inh = inhibitors of IL-1B driven NFkB p65 nuclear import, primary screen, imaging, HUVEC, IL-1B stimulus, high-content imaging. inhibition, % at 2 µM. AID 796, 2007. 94,000 compounds, 0.43% hits. HUVEC IL-1B NFkB p65 nuclear translocation imaging;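 active = inhibition above about 30% together with a positive call from visual inspection of the well image, limit read from the data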;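 also: nuclear over cytoplasmic p65 intensity ratio measured by imaging; 0% = IL-1B stimulated DMSO wells and 100% = unstimulated DMSO wells; values of inactives mirror those of a sister screen read the other way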
# PLAP inhibition = PLAP enzyme inhibitors, biochemical, luminescence, HTS (AID 690); Alkaline phosphatase, placental type (Homo sapiens); purified PLAP, luminescent substrate; higher % means a stronger effect; one-dose inhibition, % at 20 µM; IC50 in µM for titrated hits; 96,000 compounds, 0.08% hits; in the data active = a potency from the dose series; inactive = the rest, 99 in 100 with inhibition below about 30%; also: strong numbers were not always called active
# MRP reversal cytotoxicity = recorded beside MRP reversal, whose call it bears; viability, %; H69AR cells, CellTiter-Glo, 72 h; measured here: cytotoxicity without doxorubicin
# MRP reversal with doxorubicin = second read-out of MRP reversal, no call of its own (marks repeat the call); viability, %; measured here: viability with 2 uM doxorubicin; hits give low values
# NFkB transloc inh cell count 2 µM = recorded beside NFkB transloc inh, whose call it bears; cell count; measured here: cells passing quality filter;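 raw number of nuclei counted in each imaged well without normalization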
# NFkB transloc pot cell count 2 µM = recorded beside NFkB transloc pot, whose call it bears; cell count; measured here: cells passing quality filter
# Starred values were filed as active, the others as inactive; / = no result given. Not all compounds are listed; the hit share may differ from the screen's.
SMILES,Bcl-B TR3 displacers,NFkB transloc pot,NFkB transloc pot cell count 2 µM,MRP reversal,MRP reversal cytotoxicity,MRP reversal with doxorubicin,NFkB transloc inh,NFkB transloc inh cell count 2 µM,PLAP inhibition
CCOC(=O)N1CCC(NC(=O)c2cc3c(-c4ccccc4F)nn(C)c3s2)CC1,-2%,0,204,-6,65,71,0,204,12%
COc1ccc(-c2noc(CCC(=O)Nc3ccc4c(c3)OCCO4)n2)cc1,-3%,17,158,1,91,90,-17,158,30%
CCOC(=O)c1c(C#N)cnn1-c1ccc(C)cc1,-5%,2,114,/,/,/,-2,114,16%
COC(=O)[C@H](C)NC(=O)Nc1ccc(Oc2ccccc2)cc1,-6%,-1,135,-12,93,106,1,135,-4%
O=C(Cn1nnc(-c2ccncc2)n1)Nc1ccc2c(c1)CCC2,-8%,-6,139,/,/,/,6,139,-36%
CCCN1CCCc2cc(CN)ccc21,79%,-11,211,-8,61,69,10,211,19%
CC1CC(C(F)(F)C(F)(F)F)n2nc(C(=O)O)cc2N1 (configuration not stated),5%,/,/,-3,101,104,/,/,-3%
CCCCC1(Cc2cccc([N+](=O)[O-])c2)C(=O)N(c2ccccc2)N(c2ccccc2)C1=O,4%,4,126,/,/,/,-4,126,12%
CS/C(=N\S(=O)(=O)c1ccc(N)cc1)NS(=O)(=O)c1cccs1,5%,25,141,-7,98,105,-25,141,12%
Cc1ccc(-n2c(-c3nn(C)c(C)c3Cl)n[nH]c2=S)cc1,-1%,-11,192,/,/,/,11,192,-32%
COc1ccccc1Nc1nc(N)nc(-c2oc3ccccc3c2C)n1,0%,13,65,-4,62,67,-13,65,20%
Cc1ccc(SC/C(O)=C(\C#N)c2nc3ccccc3s2)cc1,-6%,16,116,-28,55,83,-16,116,-15%
COc1ccc(-c2c(C)nn3c(N4CCC(C(=O)NCCN(C)C)CC4)cc(C)nc23)cc1OC,-4%,/,/,5,30,25,/,/,-36%
O=C(CN1CCN(C(=O)c2cccc(F)c2)CC1)NC1CCCCC1,-9%,-4,86,6,96,90,4,86,-5%
Cc1ccc(-c2cc(C(F)F)n3ncc(C(=O)Nc4c(C)nn(Cc5ccccc5Cl)c4C)c3n2)cc1,-2%,5,139,/,/,/,-5,139,-23%
O=C1NC(=S)N/C1=C/c1ccc(-c2c(Br)cc([N+](=O)[O-])cc2Br)o1,13%,-2,132,/,/,/,2,132,12%
O=C(NCCCN1CCOCC1)c1cnn2c(-c3ccccc3)cc(-c3ccccc3)nc12,2%,-5,113,/,/,/,5,113,-52%
CN1CC(c2ccccc2)C2(COc3ccccc3C2=O)C12C(=O)Nc1ccccc12 (configuration not stated),-5%,0,156,/,/,/,0,156,7%
Fc1ccc(Cn2c(-c3cscn3)nc3ccccc32)c(Cl)c1,34%,/,/,6,106,100,/,/,19%
COc1ccc(NC(=O)CN(C2CCCCC2)S(C)(=O)=O)cc1Cl,12%,17,198,-25,52,77,-17,198,11%
COc1cc(C2NC(C(=O)O)Cc3c2[nH]c2ccccc32)cc(OC)c1OC (configuration not stated),2%,6,58,-16,85,101,-6,58,-69%
CCC(=O)N1CCN(c2ccc(NC(=O)c3c(F)c(F)c(OC)c(F)c3F)cc2)CC1,-10%,-5,163,-15,65,80,5,163,18%
C[C@H](C(=O)O)c1n[nH]c(=O)c2ccccc12,3%,8,147,1,98,96,-8,147,2%
COCCn1c(SCCN2CCOCC2)nc2c1c(=O)[nH]c(=O)n2C,-3%,-2,163,4,92,88,2,163,16%
O=C(c1noc2c1CCCC2)N1CCN(c2ccccc2)CC1,-6%,/,/,13,106,93,/,/,-3%
CCOc1ccc(NC(=O)CN2CCN(CC(=O)Nc3cccc(F)c3)CC2)cc1,2%,/,/,-10,86,96,/,/,2%
Cn1nccc1C(=O)c1ccc(Cl)cc1,-14%,-7,114,17,100,84,7,114,17%
Cc1nc(=S)n(-c2ccccc2)[nH]1,-2%,3,132,-10,97,108,-3,132,10%
C=CCNC(=O)c1ccccc1NC(=O)c1cccc2ccccc12,-12%,8,166,-25,45,70,-8,166,14%
NC(=O)c1cc2n(n1)C(C(F)(F)F)CC(c1ccco1)N2 (configuration not stated),-4%,8,133,-7,89,96,-8,133,-10%
Cc1cc(C)n(-c2nnc(C)n2N)n1,-2%,7,135,14,103,90,-7,135,9%
Cn1c(=O)n(CCc2ccccc2)c(=O)c2c1ncn2Cc1ccccc1,0%,-1,123,-12,40,52,1,123,-3%
COC(=O)c1sc(N)c(C(=O)OC)c1COC(=O)C1CC(=O)N(Cc2ccco2)C1 (configuration not stated),-9%,-12,130,-14,63,77,12,130,-35%
COc1ccc(C(C(C(=O)c2ccco2)N2CCOCC2)N2CCOCC2)cc1 (configuration not stated),0%,-14,117,-21,61,82,14,117,6%
CCC(C)[C@H](NC(=O)NC1CC1)C(=O)O (some centres not stated),-3%,2,192,/,/,/,-2,192,-22%
CCCSC1=N/C(=C\c2ccc3c(c2)OCO3)C(=O)S1,-3%,-6,129,14,92,78,6,129,7%

# Part of the list above, reformatted:
molecule: CCC(C)[C@H](NC(=O)NC1CC1)C(=O)O (some centres not stated)
  Bcl-B TR3 displacers = -3%	NFkB transloc pot = 2	NFkB transloc pot cell count 2 µM = 192	MRP reversal = /	MRP reversal cytotoxicity = /	MRP reversal with doxorubicin = /	NFkB transloc inh = -2	NFkB transloc inh cell count 2 µM = 192	PLAP inhibition = -22%

molecule: O=C(Cn1nnc(-c2ccncc2)n1)Nc1ccc2c(c1)CCC2
  Bcl-B TR3 displacers = -8%	NFkB transloc pot = -6	NFkB transloc pot cell count 2 µM = 139	MRP reversal = /	MRP reversal cytotoxicity = /	MRP reversal with doxorubicin = /	NFkB transloc inh = 6	NFkB transloc inh cell count 2 µM = 139	PLAP inhibition = -36%

molecule: NC(=O)c1cc2n(n1)C(C(F)(F)F)CC(c1ccco1)N2 (configuration not stated)
  Bcl-B TR3 displacers = -4%	NFkB transloc pot = 8	NFkB transloc pot cell count 2 µM = 133	MRP reversal = -7	MRP reversal cytotoxicity = 89	MRP reversal with doxorubicin = 96	NFkB transloc inh = -8	NFkB transloc inh cell count 2 µM = 133	PLAP inhibition = -10%

# (list continues)
SMILES,Bcl-B TR3 displacers,NFkB transloc pot,NFkB transloc pot cell count 2 µM,MRP reversal,MRP reversal cytotoxicity,MRP reversal with doxorubicin,NFkB transloc inh,NFkB transloc inh cell count 2 µM,PLAP inhibition
O=[N+]([O-])c1ccccc1/C=C/C=N/n1c(-c2ccc(Cl)cc2)n[nH]c1=S,19%,1,167,/,/,/,-1,167,-30%
COc1ccc(OCc2nnc3n2N=C(c2ccc(C)cc2)CS3)cc1,4%,/,/,-7,95,102,/,/,13%
CCOC(=O)c1cc2occc2n1Cc1ccc(F)cc1,-4%,10,66,11,98,86,-10,66,8%
CSc1nnc(-c2cc3c(-c4ccccc4)nn(C)c3s2)n1C,-1%,13,145,/,/,/,-13,145,-36%
CC(C)CC(NS(=O)(=O)c1ccc2c(c1)oc(=O)n2C)C(=O)NCc1cccnc1 (configuration not stated),-1%,0,160,12,94,82,0,160,-46%
COc1cccc(C2C(C(=O)c3cc4ccccc4o3)=C(O)C(=O)N2c2cc(C)on2)c1OC (configuration not stated),2%,-5,163,4,95,91,5,163,-39%
CC(=O)N1CCN(c2nc(-c3ccco3)c3c(c2C#N)CC(C)(C)SC3)CC1,-15%,0,210,/,/,/,0,210,-8%
O=C1C2CC=CCC2C(=O)N1CNc1ccccc1 (configuration not stated),/,8,121,-13,104,117,-8,121,/
COC(=O)CC1=C(C)C(=O)CC2C(C)(C)CCCC12C (configuration not stated),4%,12,136,8,96,89,-12,136,4%
CCOc1ccc(OCC)c(NC(=O)CN(C)S(=O)(=O)c2cccc3nsnc23)c1,13%,9,83,-6,66,72,-9,83,-9%
O=C(O)CC1=C(O)C(=O)N(c2ccccc2)C1c1ccccc1 (configuration not stated),-2%,/,/,1,107,107,/,/,-1%
COc1ccccc1NC(=O)CCN1C(=O)C2CC=C(Cl)CC2C1=O (configuration not stated),2%,-9,66,0,96,96,9,66,-4%
COc1cc2cc(C)nc(Cc3cccc4ccccc34)c2cc1OC,10%,10,178,-5,49,54,-10,178,2%
Cc1nc(N2CCN(S(=O)(=O)c3ccccc3)CC2)c2c3c(sc2n1)CC(C)CC3 (configuration not stated),-8%,4,155,/,/,/,-4,155,-34%
O=C(Nc1ccc2c(c1)OCO2)c1ccc(Br)s1,3%,24,115,-9,77,86,-24,115,4%
COc1ccc(C2(NC(C)=O)CCN(C(=O)CCC(=O)O)CC2)cc1,6%,19,148,-10,93,103,-19,148,10%
CC1CC(C)CN(CCCNC(=O)Cn2ncn3cccc3c2=O)C1 (configuration not stated),11%,-3,146,7,116,110,3,146,-3%
Cc1cccc(OCCSc2ncnc3nc[nH]c23)c1,-3%,2,169,15,93,79,-2,169,-78%
CCCNCCC(c1ccco1)c1ccccc1OC (configuration not stated),-6%,-4,136,14,97,83,4,136,15%
Cc1ccc(NC2=C(C(=O)c3ccccc3)N(C)S(=O)(=O)c3ccccc32)cc1,-12%,-6,151,/,/,/,0,184,8%
CCOC(=O)N1CCN(c2c(Nc3cc(C)[nH]n3)c(=O)c2=O)CC1,3%,21,182,6,94,87,-21,182,8%
Cc1ccc(C(=O)Nc2nnc(-c3ccc(C(C)(C)C)cc3)s2)cc1,12%,-6,107,/,/,/,6,107,9%
CCOC(=O)c1cccc(NC(=O)Cn2cnc3c2c(=O)n(C)c(=O)n3C)c1,-4%,-3,152,-2,94,96,3,152,20%
Cc1cc(C)n(-c2ccc(C(=O)OCC(=O)NCc3ccco3)cc2)n1,-7%,9,83,3,95,92,-9,83,12%
O=C(NCCCN1CCOCC1)C1COc2ccccc2O1 (configuration not stated),-3%,4,166,10,86,77,-4,166,-6%
CC(=O)NC1(c2ccc(F)cc2)CCN(C(=O)Nc2ccc(F)cc2F)CC1,-5%,-9,155,0,99,99,9,155,-41%
COc1ccc(CN(C(=O)c2nsc(Cl)c2Cl)C(C(=O)NC2CCCCC2)c2ccc(OC)cc2)cc1 (configuration not stated),2%,11,114,/,/,/,-11,114,-20%
Cc1cc(Nc2nc3ccccc3nc2Cl)n(-c2ccccc2)n1,-3%,-11,144,-20,36,56,11,144,1%
CC(=O)c1ccc(-n2c(CCC(=O)O)ccc2-c2cccs2)cc1,-10%,23,73,11,90,79,-23,73,-18%
CCCn1c(=N)c(C(=O)NCc2ccc3c(c2)OCO3)cc2c(=O)n3cccc(C)c3nc21,-152%,7,104,-4,49,53,-7,104,-41%
CC(C)(C)NC(=O)CN(Cc1cccnc1)C(=O)c1csnn1,0%,3,88,6,109,103,-4,88,12%
OC(CNc1nc2ccccc2s1)c1ccccc1 (configuration not stated),1%,/,/,-5,88,93,/,/,-6%
COCC(=O)/C=C1\Sc2ccccc2N1C,-6%,0,112,8,89,81,0,112,16%
O=C(CSc1nnc(COc2ccccc2)n1-c1ccccc1)c1cccs1,-11%,/,/,-13,52,65,/,/,10%
c1ccc2c(c1)OCC(c1nnc3n1-c1ccccc1SC3)O2 (configuration not stated),-12%,-16,141,0,62,62,16,141,-35%
O=C(N1CCOCC1)N1CCOCC1,-3%,-3,97,0,95,94,3,97,5%
CC(C)CSc1nnc2[nH]c(=O)cc(N)n12,/,7,142,6,103,97,-7,142,/
O=C(O)/C=C/c1cn(Cc2ccccc2)nc1-c1ccccc1,2%,2,139,18,93,75,-2,139,2%
CCOC(=O)c1[nH]c2ccc(C)cc2c1N=CN(CC)CC,-4%,3,139,13,90,77,-3,139,-6%
C=CCc1ccc(OCc2ccc(C(=O)OC)o2)c(OC)c1,-1%,9,193,9,101,92,-9,193,7%
C=CCNC(=S)NNC(=O)c1cccn(Cc2cccc(Cl)c2)c1=O,-2%,5,140,/,/,/,-5,140,-35%
CCCCCOC(=O)c1ccc(N2C(=O)C3C4C=CC(C4)C3C2=O)cc1 (configuration not stated),13%,29,85,0,95,95,-29,85,-29%

# Screens deposited in PubChem BioAssay by several laboratories.
